ER stress surv: ER stress cell death inhibition; CSM14.1 thapsigargin ER stress survival, ATP luminescence; relative survival (cellular ATP), % at 15 µg/mL (by protocol); 48,000 tested, 0.33% active; AID 1010;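 active = survival measured by cellular ATP above 50% at 15 µg/ml in the first screen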;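 also: cell death triggered by about 15 µM thapsigargin; ATP read 24 h after thapsigargin was added; plate controls were thapsigargin with DMSO for no effect and DMSO without thapsigargin for full effect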
* hit, by the source's call.

canonical_smiles,ER stress surv
COc1ccccc1-n1c(C=C2C(=O)N(C)c3ccccc32)nc2ccccc2c1=O,9
COc1ccccc1C1/C(=C(\O)c2ccccc2)C(=O)C(=O)N1c1cccc(Cl)c1 (stereo not drawn),12
CC1=NN(c2ccc(Cl)c(Cl)c2)C(=O)/C1=C/c1ccco1,17
O=C(Nc1cc(Cl)cc(Cl)c1)c1ccc2c(c1)OCCO2,1
CCOC(=O)/C(C#N)=C\c1c(C)c(C)c(/C=C(/C#N)C(=O)OCC)c(C)c1C,0
COC(=O)CN1C(C)=Nc2ccc(Br)cc2C1c1ccccc1Cl (stereo not drawn),-5
Cc1cccc(-c2cc(C(=O)O)c3ccccc3n2)c1,-3
CCOC(=O)c1ccc(Nc2nnc(-c3ccccc3)c3ccccc23)cc1,5
CC1=C(C(=O)Nc2ccccc2)C(c2ccc(C)cc2)NC(=S)N1 (stereo not drawn),1
COc1ccc(-c2occ(C(=O)O)c2C(=O)O)cc1,-5
O=C(N/C(=C/c1ccc(Cl)cc1)c1nc2ccccc2[nH]1)c1ccco1,11
O=C(Nc1cccc(Cl)c1)Nc1nnc(C(c2ccccc2)c2ccccc2)s1,2
COc1ccc(C(=O)NC(Nc2ccccc2)C(Cl)(Cl)Cl)cc1OC (stereo not drawn),15
CCCc1c(C)nc2c(Cl)cccc2c1SCC(=O)O,0
O=C(Nc1ccc(Cl)c([N+](=O)[O-])c1)C1CC2CCC1C2 (stereo not drawn),11
CC(=O)c1c(OC(=O)c2ccccc2)ccnc1C(F)(F)F,1
CCOC(=O)c1ccccc1NC(=O)/C=C/c1ccc(OC)c(Br)c1,7
NC(=O)NC(c1ccccc1)c1ccc(F)cc1 (stereo not drawn),10
O=C(/C=C/c1ccccc1)Nc1nc2ccc(Cl)cc2s1,8
COc1ccc(S(=O)(=O)N(CC(=O)N2CCCC2)Cc2ccccc2)cc1,-2
COc1ccc(CC(=O)Nc2ccc(Cl)cc2C)cc1OC,5
COc1ccc(C2/C(=C(/O)c3ccc(Cl)cc3)C(=O)C(=O)N2CCCC(=O)O)cc1 (stereo not drawn),11
O=C(CSc1nnc(CN2C(=O)c3cccc4cccc(c34)C2=O)n1-c1ccccc1)NCc1ccco1,7
CCOC(=O)C1=C(C)NC2=C(C(=O)CC(C)(C)C2)C1c1ccc(OC(F)F)cc1 (stereo not drawn),10
COCCNCCOc1c(C)cc(Cl)cc1C,-11
Fc1ccc(COC(CN2CCCCC2)CN2CCCCC2)cc1,-3
CN1C(=O)/C(=C\c2ccc(OCCOc3ccc(C(C)(C)C)cc3)cc2)SC1=S,12
Nc1cc(N2CCOCC2)ccc1[N+](=O)[O-],6
COc1ccc(-c2nnc(NC(=O)c3ccccc3OC)s2)cc1,0
O=C(Nc1ccccc1)Nc1nccs1,-3

Going on with the list:
canonical_smiles,ER stress surv
CC(CO)(CO)Nc1ccc(C(F)(F)F)cc1[N+](=O)[O-],-2
CCN(CC)c1ccc(/C=C2/SC(=S)N(CC(=O)OC)C2=O)cc1,10
O=c1[nH]nc(SCc2ccc([N+](=O)[O-])cc2)c(=O)[nH]1,3
Cc1ccc(NC(=O)C2CC(=O)N(c3ccccc3C)C2)cc1 (stereo not drawn),4
O=C1c2cccc3cccc(c23)C(=O)N1c1ccc2c(c1)oc1ccccc12,11
CC(C)(C)C1CCc2c(sc3nc(SCC(N)=O)nc(N)c23)C1 (stereo not drawn),14
CN(C)c1ccc(NC(=O)c2ccc(F)cc2)cc1,-4
CCOc1ccc(NC(=O)CN(c2ccc(C(C)C)cc2)S(=O)(=O)c2ccccc2)cc1,6
Cc1c(OCC(=O)OC(C)C)ccc2c3c(c(=O)oc12)CCCC3,14
CC(NC(=O)c1ccccc1NC(=O)c1ccccc1F)c1ccccc1 (stereo not drawn),-1
Cc1c(N/C(=N\S(=O)(=O)c2ccccc2)c2ccccc2)c(=O)n(-c2ccccc2)n1C,5
Cc1nn(-c2cc(Cl)ccc2Cl)c(C)c1-c1cccc([N+](=O)[O-])c1,2
Cc1cc(NS(=O)(=O)c2ccc(NC(=O)c3cc(Cl)ccc3[N+](=O)[O-])cc2)no1,0
NNC(=O)COc1ccccc1OCCOCCOc1ccccc1OCC(=O)NN,-2
COc1ccc(/C=C2/SC(=O)N(CCC(=O)Nc3ccc(S(=O)(=O)Nc4nccs4)cc3)C2=O)cc1,-2
CCOCCOC(=O)C1=C(C)NC2=C(C(=O)CCC2)C1c1cc(Br)c(O)c(OCC)c1 (stereo not drawn),-4
COc1ccc(/C=C2\SC(=Nc3ccc(O)cc3)NC2=O)cc1OC,0
CCOP(=O)(OCC)C(Nc1ccccc1)c1ccc2c(c1)OCO2 (stereo not drawn),2
Cc1cccc(OCCOc2ccccc2/C=C2/SC(=S)N(C)C2=O)c1,11
CCOC(=O)c1ccc(Nc2ncnc3c2cnn3-c2ccccc2)cc1,3
CC1CCN(CCCCOc2cccc3ccccc23)CC1,-4
Cc1cc2nc(-c3cc(NC(=O)c4ccc5c(c4)OCCO5)ccc3O)oc2cc1C,5
CC(=O)n1cc(Nc2ccccc2C(=O)O)c2ccccc21,-2
COc1cc(C2C3=C(CC(C)(C)CC3=O)OC3=C2C(=O)CC(C)(C)C3)ccc1OCC(=O)O,2
COC(=O)c1cc(NC(=O)COc2ccccc2C)cc(C(=O)OC)c1,2
O=C(Nc1cccc(NC(=O)c2ccccc2Cl)c1)c1ccc(-c2ccc(Br)cc2)o1,-1
COc1ccccc1N1CCN(/N=C\c2c(O)ccc3ccccc23)CC1,5
O=C(Nc1ccc(S(=O)(=O)N2CCc3ccccc32)cc1)c1ccc(F)cc1,5
O=C1C(=O)N(Cc2ccccc2)C(c2ccc(F)cc2)/C1=C(/O)c1ccccc1 (stereo not drawn),6
COc1ccc(C2Nc3ccccc3C(=O)N2Cc2ccco2)cc1COc1ccccn1 (stereo not drawn),23

Next part
canonical_smiles,ER stress surv
C=CCNC(=O)C(=O)N/N=C/c1cccc(OC)c1,4
O=C(O)CCCN1C(=O)C(=O)/C(=C(\O)c2ccc(Cl)cc2)C1c1ccccc1 (stereo not drawn),16
COc1ccc(S(=O)(=O)N(CC(=O)NCCSCc2ccc(Cl)cc2)c2cc(C)cc(C)c2)cc1OC,7
O=[N+]([O-])c1cccc(/C=N/Nc2cc(N3CCCC3)nc(N3CCCC3)n2)c1,6
O=C(Nc1cccc(F)c1)c1sc2ccccc2c1Cl,1
O=C(Nc1cccc(F)c1)c1ccc(Br)c(S(=O)(=O)N2CCCCC2)c1,10
O=S(=O)(c1ccc(-c2csc(Nc3ccc(F)cc3)n2)cc1)N1CCOCC1,7
C/C(=N\NC(=O)c1ccc(N2CCCC2=O)cc1)c1ccccc1,-2
O=C(O)CCCN1C(=O)C(=O)/C(=C(/O)c2ccccc2)C1c1ccc(Cl)cc1 (stereo not drawn),4
CCOc1ccccc1CN(CCc1ccc2c(c1)OCO2)Cc1ccc(OC)c(OC)c1OC,-3
COc1ccc(N2C(=O)NC(=O)/C(=C\c3ccc(Br)s3)C2=O)cc1,3
Cc1ccc2c(c1)N(C(=O)C(C)N1C(=O)c3ccccc3C1=O)C(C)(C)c1ssc(=S)c1-2 (stereo not drawn),1
Cc1nc2cc(-c3ccccc3)sc2c(=O)n1N,-4
Cc1ccc(C(=O)NC(NC(=S)Nc2cccc3ccccc23)C(Cl)(Cl)Cl)cc1 (stereo not drawn),7
COc1ccc(C2CC(c3ccc(Br)cc3)=NN2C(=O)CCC(=O)O)cc1OC (stereo not drawn),1
Cc1cc(OCC(=O)Nc2ccccc2C(C)C)ccc1Cl,0
c1cncc(CN2CCN(Cc3ccco3)CC2)c1,6
CCCOc1ccc(N/C(N)=N/c2nc(C)cc(C)n2)cc1,-4
COc1cc(C=NN2CCN(Cc3ccccc3Cl)CC2)ccc1OCc1ccccc1,6
O=C(Nc1c(C(=O)N2CCN(Cc3ccccc3)CC2)cnn1-c1ccccc1)c1ccc(Br)cc1,1
COC(=O)c1ccn(C(=O)c2ccc(Cl)cc2)n1,6
O=C(COc1ccccc1[N+](=O)[O-])Nc1cccc(-c2nc3ccccc3o2)c1,-3
CC1=NN(C(=O)c2ccncc2)C(O)(C(F)(F)F)C1 (stereo not drawn),-1
Fc1cccc(Cl)c1Cc1noc(-c2ccccc2)n1,-10
O=C(NN=C(C1CC1)C1CC1)c1cc2ccccc2cc1O,3
CCC(C)(C#CCN1CCCC1)OC(C)=O (stereo not drawn),9
O=C(O)CCC(=O)Nc1nc(-c2cccc3ccccc23)cs1,39
N#Cc1c(N)nc2c(c1-c1ccc(F)cc1)CCCCC2,8
Cc1cc(Br)c(Nc2nc(NN)nc(N3CCOCC3)n2)cc1Cl,0
O=[N+]([O-])c1cccc(CN2CCN(Cc3c[nH]c4ccccc34)CC2)c1,-8

Other records:
canonical_smiles,ER stress surv
C/C(=N\NC(=O)C1(C)CC1(Br)Br)c1ccc([N+](=O)[O-])cc1 (stereo not drawn),9
COc1ccc(NC(=O)Nc2cccc3cccnc23)cc1,-7
O=C(NCc1ccccc1)c1ccccc1[N+](=O)[O-],-2
CCOc1ccc(S(=O)(=O)N(CC(=O)Nc2ccccc2CC)c2ccc(C)cc2)cc1,0
O=C(CN(c1cccc(Br)c1)S(=O)(=O)c1ccccc1)Nc1cccc(Cl)c1,4
CC(C)(CN)CNc1ccc([N+](=O)[O-])cc1Cl,-3
COc1cc2c(NCc3ccccc3)cc(O)c(CC(=O)Nc3ccc(Cl)cc3)c2cc1OC,-4
C/C=C/COC(=O)C1=C(C)NC(=O)NC1c1cc(Cl)c(O)c(OC)c1 (stereo not drawn),4
CCOc1ccccc1NC(=O)c1c(NC(=O)c2ccco2)sc2c1CCC(C)C2 (stereo not drawn),-5
COc1cc(/C=C2\C(=O)NC(=O)N(c3ccc(C)cc3)C2=O)ccc1OCc1ccc(C(=O)O)cc1,6
O=C(N1CCCC1)C12CC3CC(CC(C3)C1)C2,10
CCOC(=O)c1c(N)sc(C(=O)OC(C)(C)C)c1C,-1
COc1cc(C2NC(=S)NC(C)=C2C(=O)Nc2cccc(C)c2)cc(OC)c1OC (stereo not drawn),2
O=C(CSc1ncccn1)N/N=C/c1ccccc1Cl,7
CC(C)(C)c1ccc(C2=N/C(=C\c3ccc(C#N)cc3)C(=O)O2)cc1,4
CCC1=NN(C(=O)c2ccccc2Cl)C(O)(C(F)(F)F)C1 (stereo not drawn),4
Cc1ccc(OCCOc2ccc(Br)cc2/C=C2/SC(=S)N(C)C2=O)cc1,2
Cc1nn(C)c(C)c1N=Cc1c(O)ccc2ccccc12,-2
COC(=O)Cn1c2ccccc2n2nc(C)nc12,6
CCCOC(=O)c1ccc(NC(=O)CCC)cc1,0
Cc1ccc(/C=N/NC(=O)/C(=C\c2ccc3c(c2)OCO3)NC(=O)c2ccccc2)o1,-1
CCOc1ccc(/C=C/C(=O)c2cccs2)cc1,-4
O=C(c1ccc2c(c1)OCCO2)N1CCN(c2ccc([N+](=O)[O-])cc2Cl)CC1,4
COc1ccccc1/C=C1\SC(=S)N(NC(=O)c2ccc([N+](=O)[O-])cc2)C1=O,10
CCOc1ccc(S(=O)(=O)N(CC(=O)Nc2ccccc2Br)c2ccc(C)cc2)cc1,3
O=C(/C=C/c1ccco1)Nc1ccc(-c2nc3ncccc3o2)cc1,-1
COc1ccc(CC(=O)Nc2cccc(I)c2)cc1OC,4
Cc1nnc(NC(=O)C(Sc2ccccc2)c2ccccc2)s1 (stereo not drawn),5
COC(=O)C1=C(C)NC2=C(C(=O)CC(C)(C)C2)C1c1ccc(C)o1 (stereo not drawn),5
Cc1ccc(C(C)NC(=O)c2ccccc2)cc1 (stereo not drawn),1

New compounds follow:
canonical_smiles,ER stress surv
S=C(NCCOCCOCCNC(=S)Nc1ccccc1)Nc1ccccc1,-9
COc1ccc(C2CC(C(F)(F)F)n3ncc(C(=O)O)c3N2)cc1OC (stereo not drawn),6
O=S(=O)(c1cccc2ccccc12)n1nnc2ccccc21,10
Cc1ccc(-c2n[nH]c3c2C(c2cccc([N+](=O)[O-])c2)N(c2ccc(F)cc2)C3=O)cc1 (stereo not drawn),-4
CC1=NN(c2cccc(C(=O)O)c2)C(=O)/C1=C\c1cccs1,-5
CC(C)(C)C(=O)Nc1ccc(C(=O)Nc2ccc(O)cc2C(=O)O)cc1,-26
CCCOC(=O)c1ccc(NC(=S)Nc2ccc(F)cc2)cc1,-1
Cc1cc(=O)oc2cc(OCC(=O)OC(C)(C)C)ccc12,11
CCc1nc2ccccc2n1CC(O)COc1ccc(C(=O)O)cc1 (stereo not drawn),14
COC(=O)NC(NC(=O)OC)c1ccc(F)cc1,0

From PubChem BioAssay

These rows are one share of the data; the hit share may differ from the screen's.
